hIAP block = blocks human intestinal alkaline phosphatase | P09923 | purified IAP, CDP-Star luminescence, 30 min | inhibition, % at 10 µM | 0.12% of 330,000 active;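 active means inhibition reaching a set limit with compound at 10 µM in the primary screen, cut at about 35% in these data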;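 further: plate controls were DMSO wells with enzyme for no effect and no-enzyme buffer wells for full effect; values of inactives mirror those of a sister screen read the other way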
mIAP block = blocks mouse intestinal alkaline phosphatase. purified mouse IAP, CDP-Star luminescence, 30 min. inhibition, % at 10 µM. 0.2% of 330,000 active;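 active means inhibition of at least 40% at 10 µM in the primary screen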;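 further: plate controls were DMSO with enzyme for no effect and no enzyme wells for full effect; values of inactives mirror those of a sister screen read the other way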
ATG4B inhibitor = inhibitors of human ATG4B cysteine protease; ATG4B cleavage of LC3-PLA2, NBD-HPC fluorescence, 1 h; AID 504462; 0.51% of 340,000 active; Q9Y4P1; inhibition, % at 8.33 µM; in the data active means inhibition above about 40%
Target sequence (Q9Y4P1 whole entry, looked up): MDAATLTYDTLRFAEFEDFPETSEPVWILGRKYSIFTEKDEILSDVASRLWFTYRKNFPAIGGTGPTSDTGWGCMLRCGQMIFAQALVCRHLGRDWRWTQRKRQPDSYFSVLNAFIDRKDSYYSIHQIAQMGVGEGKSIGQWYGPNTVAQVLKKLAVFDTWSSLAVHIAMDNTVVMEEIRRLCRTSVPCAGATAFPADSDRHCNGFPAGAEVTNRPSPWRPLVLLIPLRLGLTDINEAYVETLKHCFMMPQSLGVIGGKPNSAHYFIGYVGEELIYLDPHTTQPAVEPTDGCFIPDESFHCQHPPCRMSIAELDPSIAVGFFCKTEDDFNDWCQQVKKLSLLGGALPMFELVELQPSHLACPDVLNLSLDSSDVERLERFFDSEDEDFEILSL
hIAP act = increases human intestinal alkaline phosphatase activity. P09923. purified human IAP, CDP-Star luminescence, 30 min; hits give high values; 1 = vehicle-only enzyme, 0 = enzyme-free background. activation factor at 10 µM. 0.16% of 330,000 active;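 active means activation factor of the enzyme at least 2-fold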; further: the source names both 10 and 20 µM as test concentration; values of inactives mirror those of a sister screen read the other way
HKDC1 inhibitor = blocks human hexokinase HKDC1 activity. recombinant HKDC1, G6PDH/diaphorase resazurin coupled fluorescence. inhibition, % at 20 µM. AID 493160. 0.16% of 340,000 active;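 active means inhibition above about 35% when tested at 20 µM, limit read from the data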;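 further: plate controls were DMSO wells with enzyme for no effect and DMSO wells lacking enzyme for full effect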
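Assay system: recombinant HKDC1 hexokinase; detection: coupled resazurin fluorescence, excitation 525 nm, emission 613 nm; benchmarks: DMSO-plus-enzyme-mix negative control, buffer-substituted positive control; compound dosing: single 20 µM dose; schedule: 90 min at room temperature in dark; also added: glucose plus 1 mM ATP as hexokinase substrates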
A3A deaminase = human APOBEC3A DNA deaminase inhibition. P31941. recombinant A3A, FAM/TAMRA ssDNA deamination fluorescence. inhibition, % at 20 µM. 0.41% of 330,000 active;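 active means at least 40% inhibition at 20 µM here, with at most 30% in a related deaminase screen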;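 further: plate controls were A3A with DMSO for no effect and wells lacking A3A enzyme for full effect; some results filed as inactive read as strong as hits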
Target sequence (P31941 whole entry, looked up): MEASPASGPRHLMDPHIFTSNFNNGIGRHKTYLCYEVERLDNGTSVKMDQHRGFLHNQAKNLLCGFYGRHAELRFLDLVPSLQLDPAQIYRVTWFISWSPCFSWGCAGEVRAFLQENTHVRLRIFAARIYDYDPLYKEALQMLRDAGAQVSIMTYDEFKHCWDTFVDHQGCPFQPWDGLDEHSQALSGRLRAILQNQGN
mIAP activ = mouse IAP activation; muIAP, CDP-Star luminescence, 30 min; hits give high values; 1 = vehicle-only enzyme signal, 0 = enzyme-free wells; AID 2805; activation factor at 10 µM; 0.24% of 330,000 active;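 active means activation factor of at least 2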; further: the source names both 10 and 20 µM as test concentration; values of inactives mirror those of a sister screen read the other way
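also added = chemiluminescent substrate CDP-Star | test system = mouse IAP enzyme | signal = chemiluminescence readout | compound = DMSO-dissolved test compounds | incubation = 30 min at room temperature | benchmarks = DMSO wells, no-enzyme wells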
PfG6PD inh = PfG6PD (Plasmodium falciparum) enzyme inhibition; PfGluPho enzyme, NADPH resazurin-diaphorase fluorescence; inhibition, % at 20 µM; 0.78% of 350,000 active; AID 504690;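 active means inhibition reaching at least a set limit at 20 µM in the primary screen, cut at about 59% in these data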;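 further: 0% = DMSO wells with substrate and 100% = DMSO wells lacking glucose-6-phosphate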
The depositor's hits bear a star; . = not tested or not shown; & = joins results of further samples.

SMILES	hIAP block	mIAP block	ATG4B inhibitor	hIAP act	HKDC1 inhibitor	A3A deaminase	mIAP activ	PfG6PD inh
O=C(NCc1ccccc1)NC1(C(=O)N2CCN(c3ncccn3)CC2)CCCCC1	2	-12	-7	0.98	2	0	1.1	4
O=C(Nc1nc2ccccc2s1)c1cnccn1	-24	3	-2	1.2	-3	-4	0.97	-5
COc1cc(NC(=O)COC(=O)CCCC2=NS(=O)(=O)c3ccccc3N2)cc(OC)c1	-17	-2	-7	1.2	1	-5	1	-4
CC(C)OC(=O)c1cccc(NC(=O)c2ccccc2)c1	12	-3	-8	0.88	4	-3	1	-7
C=CCN(C(=O)c1csnn1)C(C(=O)NC1CCCC1)c1ccccc1 (stereo not given)	0	5	-5	1	-7	-3	0.95	-4
O=C(c1ccccc1)N1CCc2ccccc21	9	5	6	0.91	-5	0	0.95	-12
O=C(/C=C/c1cccs1)c1ccc(NC(=O)c2ccccc2F)cc1	9	4	18	0.91	-3	-2	0.96	7
Cc1ccc2oc(C(=O)N(C)Cc3ccc(C)o3)c(C)c2c1	17	7	-4	0.83	1	-2	0.93	31
CC(C)CNC(=O)CC(NCC(C)C)C(=O)O (stereo not given)	-5	5	.	1.1	.	4	0.95	.
CCOC(=O)CN(C(=O)CSc1nnc(-c2ccc(OC)c(OC)c2)o1)c1ccc(F)cc1	12	-2	-5	0.88	-9	-1	1	-12
COc1ccc(S(=O)(=O)NCC(c2cccnc2)N2CCN(C)CC2)cc1OC (stereo not given)	-1	4	3	1	-4	4	0.96	-8
CCC(=O)Nc1ccc(-c2nc3ccccc3c(=O)o2)cc1	10	4	9	0.9	9	-5	0.96	1
CC(=O)Nc1sc(NC(=O)c2ccc([N+](=O)[O-])cc2)nc1-c1cccs1	1	2	-15	0.99	0	0	0.98	7
CC(C)c1cc(N2CCC(=O)NC2=O)cc(C(=O)O)c1O	-16	-11	5	1.2	-10	-5	1.1	-2
CCN(CC)CCNC(=O)Cn1nc(Cc2cccnc2)c2ccccc2c1=O	5	3	-15	0.95	0	0	0.97	10
CCOc1ccc(/C=C/C(=O)c2ccc(-c3ccccc3)cc2)cc1	4	9	4	0.96	-9	1	0.91	1
Cc1ccc(NC(=O)CN(C)C(=O)Cn2ccsc2=N)cc1	3	15	-9	0.97	-5	6	0.85	-2
COc1ccc(NC(=O)COC(=O)CC2CCCC2)cc1Cl	-4	2	-9	1	-6	0	0.98	10
Cc1ccc(NC(=O)CN(C)C(=O)CCC(=O)N2CCOCC2)cc1	0	7	-8	1	-7	-2	0.93	-3
CN(NS(=O)(=O)c1cccs1)c1ncc(C(F)(F)F)cc1Cl	-17	10	-4	1.2	-3	-1	0.9	21
COc1ccccc1NS(=O)(=O)c1cccc(N=C2N=C(N)c3ccccc32)c1	-18	11	54*	1.2	-2	-1	0.89	-2
Cc1cccc(CCNC(=O)c2cc(S(=O)(=O)N3CCOCC3)cn2C)c1	-2	3	2	1	-3	-3	0.97	0
CC(C)(C)NC(=O)CCN(/N=C/c1ccccc1F)C1=NS(=O)(=O)c2ccccc21	1	7	2	0.99	1	-4	0.93	0
CCC12CC3CC(C1)CC(C(=O)O)(C3)C2	0	0	-2	1	-4	-2	1	-4
Cc1occc1C(=O)NNC(=O)C1CC1	8	5	1	0.92	0	-3	0.95	1

Taken from above.
For hIAP act, CCOc1ccc(/C=C/C(=O)c2ccc(-c3ccccc3)cc2)cc1 is listed with 0.96
For hIAP block, O=C(NCc1ccccc1)NC1(C(=O)N2CCN(c3ncccn3)CC2)CCCCC1 is listed with 2
For mIAP block, O=C(/C=C/c1cccs1)c1ccc(NC(=O)c2ccccc2F)cc1 is listed with 4
For hIAP block, Cc1ccc(NC(=O)CN(C)C(=O)CCC(=O)N2CCOCC2)cc1 is listed with 0

Full records, looked up by structure. Order of screens: hIAP block | mIAP block | ATG4B inhibitor | hIAP act | HKDC1 inhibitor | A3A deaminase | mIAP activ | PfG6PD inh
Entry for COc1cc(NC(=O)COC(=O)CCCC2=NS(=O)(=O)c3ccccc3N2)cc(OC)c1 = -17 | -2 | -7 | 1.2 | 1 | -5 | 1 | -4
Entry for CC(C)c1cc(N2CCC(=O)NC2=O)cc(C(=O)O)c1O = -16 | -11 | 5 | 1.2 | -10 | -5 | 1.1 | -2

New compounds follow:
SMILES	hIAP block	mIAP block	ATG4B inhibitor	hIAP act	HKDC1 inhibitor	A3A deaminase	mIAP activ	PfG6PD inh
C=CCn1c(=N)c(S(=O)(=O)c2ccc(C)c(C)c2)cc2c(=O)n3ccccc3nc21	15	8	-4	0.85	0	-4	0.92	-10
COCc1cc(=O)[nH]c(Nc2nc(C)c3ccccc3n2)n1	-55	10	-2	1.6	-6	2	0.9	-8
CCc1ccc(C(C)NC(=S)NC2CCCCC2)cc1 (stereo not given)	8	-25	8	0.92	-4	-3	1.2	-1
COc1cc(OC)c(C2CC(=O)N3CN(C)CSC3=C2C#N)cc1OC (stereo not given)	4	17	-21	0.96	9	2	0.83	61*
CCn1c(SCC(=O)N/N=C/C=C\c2ccccc2[N+](=O)[O-])nnc1-c1ccccc1	-6	5	2	1.1	-4	-2	0.95	-6
CC(C)(C)c1nnc(NC(=O)CCS(=O)(=O)Cc2ccccc2)s1	-2	3	2	1	-8	-4	0.97	-3
CCN(CC)Cc1cc(Nc2ccnc3cc(Cl)ccc23)ccc1O	0&-9	-1&0	7&-4	1&1.1	-3&-2	-3&0	1&1	14&34
CC(C)=CCC/C(C)=C/CNC(=O)C[C@H]1C[C@H](C(=O)N2CCCCC2)[C@@]2(CCc3ccccc3)c3[nH]c4ccc(Cl)cc4c3CCN2C1=O	.	-29	5	.	-7	0	1.3	-11
O=C(CCCn1cnc2ccccc2c1=O)Nc1ccccc1F	-7	6	-8	1.1	1	-2	0.94	5
COCCNC(=O)Cc1ccc(F)cc1	0	2	-1	1	-9	3	0.98	10
CCOc1ccccc1CNC(=O)CNC(=O)c1cccs1	13	1	7	0.87	-7	-4	0.99	-5
O=c1[nH]c(CN2CCN(c3ccccc3Cl)CC2)nc2ccsc12	-15	-1	-5	1.1	-2	1	1	7
CCOC(=O)CN1CC23C=CC(O2)C(C(=O)N2CCN(c4ccc(F)cc4)CC2)C3C1=O (stereo not given)	34	4	-6	0.66	-2	-3	0.96	-3
CCSc1ncccc1-c1nc2ccccc2[nH]1	-10	7	-7	1.1	-3	2	0.93	10
Cn1ccnc1SCC(=O)Nc1ccc2c(c1)OC(F)(F)O2	-17	-1	.	1.2	.	-6	1	.
CCOC(=O)C1=C(C)N(CCCC(=O)O)C(=O)NC1c1ccc2ccccc2c1 (stereo not given)	-6	8	-5	1.1	-5	-5	0.92	-17
O=C(NCC1CCCN(Cc2ccccc2F)C1)c1cccc(C(F)(F)F)c1 (stereo not given)	-4	-17	6	1	-2	3	1.2	-1
CC(Cc1cccs1)NC(=O)CCCn1nnnc1CN1CCOCC1 (stereo not given)	9	7	16	0.91	-7	-3	0.93	-2
CCOC(=O)Cn1cnc2c(cnn2-c2ccc(Cl)cc2)c1=O	7	11	4	0.93	1	5	0.89	-11
Cc1ccc(S(=O)(=O)NCCC(=O)OCC(=O)N(Cc2ccccc2)C(C)(C)C)cc1C	14	6	7	0.86	0	-1	0.94	-13
CC(C)(C)OC(=O)NCc1ccc(CNC(=O)c2[nH]cnc2C(=O)N[C@@H](Cc2ccccc2)C(=O)OCc2ccccc2)cc1	-31	-12	-20	1.3	1	-3	1.1	24
CC(C)(C)OC(=O)CNC(=O)c1[nH]cnc1C(=O)NCC(=O)OCc1ccccc1	-50	7	-9	1.5	-2	-4	0.93	4
O=C(c1cn(-c2ccccc2)nc1-c1ccncc1)n1nnc2ccccc21	-23	-7	1	1.2	9	8	1.1	-22
CN(C)S(=O)(=O)c1cccc(NC(=O)Cc2ccc(Cl)cc2)c1	-6	-15	-13	1.1	11	8	1.2	14
CC1CCN(C(=O)CCC(=O)Nc2nnc(C3CCCCC3)s2)CC1	-10	-1	3	1.1	-4	-4	1	-11
(continued)
SMILES	hIAP block	mIAP block	ATG4B inhibitor	hIAP act	HKDC1 inhibitor	A3A deaminase	mIAP activ	PfG6PD inh
COc1ccc(Oc2nnc(-c3ccc(C)cc3)c3ccccc23)cc1	4	-5	6	0.96	-9	-4	1.1	10
CC(C)CN(CC(C)C)C(=O)C12CCC(C)(C(=O)C1)C2(C)C (stereo not given)	-5	4	-4	1.1	1	3	0.96	0
O=C(CSc1cn(CCNC(=O)c2cccs2)c2ccccc12)NC1CCCCC1	-6	-22	-2	1.1	-1	1	1.2	-4
O=C(Nc1c2c(nn1-c1ccc(Cl)cc1)CS(=O)(=O)C2)c1ccc2c(c1)OCO2	1	3	-4	0.99	-10	2	0.97	-2
CCN(CC(=O)Nc1ccc(S(N)(=O)=O)cc1)S(=O)(=O)c1cc(C)ccc1OC	-30	-15	2	1.3	-2	-3	1.1	4
O=C(NCC(=O)N1CCN(c2ccccc2F)CC1)c1cccs1	-43	6	3	1.4	-3	-8	0.94	1
COc1ccc(C2=NN(C(=S)Nc3ccccc3)C(c3ccccc3)C2)cc1 (stereo not given)	9	6	-11	0.91	-5	1	0.94	16
O=C(NS(=O)(=O)Oc1ccccc1F)OC[C@@H]1CCCN2CCCCC12 (stereo not given in full)	10	3	-8	0.9	-2	5	0.97	-8
Cc1ccccc1N(CC(N)=O)S(C)(=O)=O	-8	9	-2	1.1	-3	2	0.91	-6
Cc1ccc(NC(=O)CN2CCN(Cc3ccccc3)CC2)c(Br)c1	11	-10	8	0.89	-2	0	1.1	6
COC(=O)c1sccc1NC(=O)Nc1ccccc1Cl	-29	-2	3	1.3	0	-1	1	18
CCc1nnc(NC(=O)Cc2sc(C)nc2-c2ccc(C)cc2)s1	-8	-4	6	1.1	-2	-1	1	-26
COc1ccc(NC(=O)c2cc(S(=O)(=O)N3CCCCC3)ccc2N2CCCCC2)cn1	0	-2	-4	1	14	-1	1	-11
COc1cc(NS(=O)(=O)c2ccc(OC)c(OC)c2)cc(OC)c1	5	-5	-5	0.95	-1	1	1	-19
COc1ccc(-c2cc(=O)oc3cc(OC(C)C(=O)NCc4ccccn4)ccc23)cc1 (stereo not given)	-3	21	-27	1	-4	-1	0.79	-5
COc1cc(C(=O)Nc2ccc(NC(=O)C(C)C)nc2)cc(OC)c1OC	-2	-1	-12	1	1	1	1	0
CCOP(=O)(OCC)C(NC(=O)Nc1cccc(Cl)c1)c1ccccc1 (stereo not given)	-20	-90	7	1.2	-7	1	1.9	11

Marked active in ATG4B inhibitor (from the list above):
SMILES	hIAP block	mIAP block	ATG4B inhibitor	hIAP act	HKDC1 inhibitor	A3A deaminase	mIAP activ	PfG6PD inh
COc1ccccc1NS(=O)(=O)c1cccc(N=C2N=C(N)c3ccccc32)c1	-18	11	54*	1.2	-2	-1	0.89	-2

3 structures already listed, sorted by number of heavy atoms, low to high.
SMILES	hIAP block	mIAP block	ATG4B inhibitor	hIAP act	HKDC1 inhibitor	A3A deaminase	mIAP activ	PfG6PD inh
Cc1ccc(NC(=O)CN2CCN(Cc3ccccc3)CC2)c(Br)c1	11	-10	8	0.89	-2	0	1.1	6
O=C(NS(=O)(=O)Oc1ccccc1F)OC[C@@H]1CCCN2CCCCC12 (stereo not given in full)	10	3	-8	0.9	-2	5	0.97	-8
COc1cc(C(=O)Nc2ccc(NC(=O)C(C)C)nc2)cc(OC)c1OC	-2	-1	-12	1	1	1	1	0

Screening data (PubChem BioAssay)
